# HTT cytoprotect – Huntington cell model cytoprotection by ATP luminescence; hit rate 0.14% among 230,000; AID 1471; Potency, µM (series often up to 56.4 µM), for inactives: cytoprotection (ATP increase), usual class: activators; PC12 HTT-Q103 induced, cytoprotection, ATP luminescence, 40 h;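 also: potency is read from the fitted curve at half-maximal effect; % of control where 0% means no effect; nearly all actives have a fitted effect of over 45% in size; toxic huntingtin expression switched on by the ecdysone agonist tebufenozide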
#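 Stable PC12 Q103-GFP cells in serum-supplemented, phenol red-free DMEM; induction by tebufenozide at 100 nM final; compound dose series; cell viability quantified luminescently from ATP.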
# IMPase Li cell – membrane-permeable IMPase blocker, potentiated with lithium; CHO-M1 cells, IP1 TR-FRET (IP-One), carbachol + lithium; Potency, µM (top dose mostly 59.4 µM), without a hit: at the highest dose activity, negative = IMPase inhibition, actives largely listed as inhibitors; hit rate 0.35% among 210,000; AID 1457;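 also: IP1 builds up when IMPase is blocked and the TR-FRET signal falls; potency is read from the fitted curve at half-maximal effect; plate controls were basal vehicle for no effect and high inhibitor control for full effect; nearly all actives have a fitted effect of over 50% in size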
#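 Concentration–response in CHO-M1 cells, lithium-potentiated; 30 min at 37C. IP1 detected by competitive TR-FRET after 10 min lysis at RT. Hill-fitted AC50.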
# SMN2 splice up – increases expression of the SMN2 splice variant; HEK293 SMN2-luciferase splicing reporter, luminescence, 30-36 h; Potency, µM (titrated, usually from 46.1 µM), without a hit: at the highest dose activity change, positive = activation, actives largely listed as activators; hit rate 2.8% among 210,000; also: potency is read from the fitted curve at half-maximal effect; % of control where 0% means no effect; nearly all actives have a fitted effect of over 55% in size
#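 qHTS luciferase splicing reporter: luminescence rises when SMN2 exon 7 is included in transfected HEK293 cells. Compound exposure lasted 30-36 h at 37C, with 4.5 mM final sodium butyrate as control, followed by a ONE-Glo read.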
# HttQ103 aggreg – reduces HttQ103-GFP aggregates in PC12 cells. hit rate 1.1% among 220,000. Potency, µM (titrated, usually from 46.1 µM), inactives show at the top dose activity change, negative = inhibition, most hits filed as inhibitors. PC12 HttQ103-GFP aggregates, Acumen cytometry, 40 h; also: potency is read from the fitted curve at half-maximal effect; % is scaled to controls: 0 for no effect and ±100 for the full control effect; nearly all actives have a fitted effect of over 60% in size
#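 Using laser scanning cytometry, GFP-positive aggregates were counted after lysis of PC12 cells induced with 100 nM tebufenozide to express HTT exon 1 Q103–GFP. Compounds were tested in titration.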
# Lamin A splicing – LMNA splicing modulation; HeLa LMNA splicing GFP/RFP minigene ratio, 48 h; Potency, µM (series often up to 46.1 µM), inactives show at the top dose ratio change, negative = inhibition, usual class: inhibitors; hit rate 0.01% among 200,000; AID 1487; active = well fitted inhibition curve with a large enough effect in the signal ratio, with a control signal flat, not every such curve was filed as active; inconclusive = small, poorly fitted or top-dose-only effect, or effect the other way, or a change in a side signal; the % refers to the signal ratio; also: potency is read from the fitted curve at half-maximal effect; % is scaled to controls: 0 for no effect and ±100 for the full control effect
#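 S3 HeLa cells stably expressing lamin A-EGFP splicing minigene plus DsRed2, 600 cells/well, 48 h compound exposure at 37C. Laser-scanning cytometry; analysed as GFP (500-530 nm)/RFP (575-640 nm) total intensity ratio; 0.5% DMSO vehicle.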
# CBFb-RUNX1 inh – blocks binding between human CBF-beta and RUNX1; 230,000 tested, under 10 active; AlphaScreen CBFb-His/RUNX1-biotin binding, biochemical; Potency, µM (doses to about 59.8 µM), for inactives: top-dose activity, negative = inhibition, hits mostly inhibitors; Q01196+Q13951; also: % of control where 0% means no effect
# Target sequence (Q01196 whole entry, looked up): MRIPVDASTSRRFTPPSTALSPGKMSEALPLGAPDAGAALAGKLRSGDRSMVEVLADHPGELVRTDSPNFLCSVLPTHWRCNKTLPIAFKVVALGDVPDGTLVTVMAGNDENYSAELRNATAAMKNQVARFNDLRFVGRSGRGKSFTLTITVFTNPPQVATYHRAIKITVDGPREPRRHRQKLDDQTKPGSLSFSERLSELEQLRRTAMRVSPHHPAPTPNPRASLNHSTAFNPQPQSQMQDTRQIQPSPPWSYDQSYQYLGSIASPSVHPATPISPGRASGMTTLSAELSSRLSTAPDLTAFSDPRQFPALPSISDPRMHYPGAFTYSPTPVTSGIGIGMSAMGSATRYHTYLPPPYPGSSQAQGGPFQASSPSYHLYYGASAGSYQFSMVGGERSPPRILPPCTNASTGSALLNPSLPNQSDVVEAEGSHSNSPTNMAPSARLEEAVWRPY
# Target sequence (Q13951 whole entry, looked up): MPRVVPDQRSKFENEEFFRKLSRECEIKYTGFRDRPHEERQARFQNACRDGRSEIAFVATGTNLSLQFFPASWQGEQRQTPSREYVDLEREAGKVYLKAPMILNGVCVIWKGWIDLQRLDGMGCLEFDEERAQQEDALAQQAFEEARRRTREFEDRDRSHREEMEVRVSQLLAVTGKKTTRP
#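 AlphaScreen binding: CBFb-His and RUNX1-biotin (30 nM each) preincubated 20 min, compound added for 15 min, then nickel and streptavidin beads for 90 min, all at room temperature. Disruption of the interaction by any mechanism counts as activity.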
# Luc counter – counter-screen: inhibitors of Kinase-Glo firefly luciferase. Q27757. Kinase-Glo luciferase, ATP luminescence, 8 min. Potency, µM (doses to about 38.3 µM), for inactives: at the top dose activity change, negative = inhibition, hits mostly inhibitors. hit rate 0.28% among 200,000. AID 1379; also: potency is read from the fitted curve at half-maximal effect; % is scaled to controls: 0 for no effect and ±100 for the full control effect; nearly all actives have a fitted effect of over 60% in size
#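 Compounds were added to a substrate mix at pH 7.2 (50 mM imidazole, 10 uM ATP, within the enzyme's linear range), followed by Kinase-Glo detection reagent; luminescence was measured after 8 minutes at ambient temperature.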
# An asterisk follows results filed as active; ? = inconclusive; . = no result given; [ ] = dose if it differs, or a comment. Unless noted, calls follow the shape of the dose curve; as a rule, active = well fitted curve in the direction sought with a large enough effect; inconclusive = small, poorly fitted or top-dose-only effect, or another doubt; inactive = no such curve, though single readings can be large; an effect the other way counts as inactive or inconclusive.
# The line under a structure holds: HTT cytoprotect | IMPase Li cell | SMN2 splice up | HttQ103 aggreg | Lamin A splicing | CBFb-RUNX1 inh | Luc counter
COc1ccc(NC(=O)COC(=O)/C=C/c2ccccc2[N+](=O)[O-])cc1
  35%[10 µM] | -4% | 8% | 10% | -17% | -3% | 0%
Cc1ccc(CSc2nc3ccsc3c(=O)n2Cc2ccccn2)cc1
  9%[10 µM] | 8% | 0% | -2% | ? | 8% | -1%
CCOC(=O)C1(CCc2ccccc2)CCN(C(=O)c2cccc(C)n2)CC1
  -5%[10 µM] | 2% | . | 14%[9.22 µM] | . | 25% | .
CCCn1c(=O)c(-c2nc3ccccc3[nH]2)c(O)c2ccccc21
  -43%[inhibitor] | ? | -4% | 7% | 28%[46 µM] | 0% | 0%
COc1ccc(Cl)cc1NC(=O)C1CCCO1 (configuration not stated)
  -6% | . | . | 9% | 3% | 3% | .
COc1ccc(-c2ccc(-c3nnc(-c4cc(OC)ccc4OC)o3)cc2)cc1
  -10% | ? | -25% | 1% | 10% | 7% | -1%
Cc1sc2c3ccsc3ccc2[n+]1C
  20% | 9% | -35% | ? | . | -12% | -5%
O=[N+]([O-])c1cc(Cl)ccc1NCCNS(=O)(=O)c1ccccc1
  -4%[10 µM] | -2% | -20% | ? | ? | 0% | -1%
CCCCCC(=O)NNC(=S)NC(=O)c1ccccc1[N+](=O)[O-]
  -7%[10 µM] | 14% | . | -3%[9.22 µM] | 2%[46 µM] | 3% | -2%
Cn1c(=O)cc(SCC(=O)NCCC2=CCCCC2)c2cc(Cl)ccc21
  15%[10 µM] | -4% | 8% | 10% | -10% | 3% | -1%
CCN(CC)C(=O)c1cn(CCC#N)nc1-c1ccc(F)cc1
  -12% | 4% | 2% | -21% | 19%[46 µM] | -3% | -2%
Cc1nc2ccccc2c2oc(C(=O)NC3CC3)cc12
  -31%[inhibitor] | 11%[38.3 µM] | -7% | 0% | ? | -3% | -2%
CC(C)CCC(C)NC(=O)c1ccc2nccnc2c1 (configuration not stated)
  -72%[inhibitor] | 20% | . | -14% | ? | 1% | -2%
O=C(CCc1ccccc1)N/N=C/c1cccc(O)c1
  5%[10 µM] | 15% | . | -11%[9.22 µM] | -1%[46 µM] | -10% | 0%
COc1ccc(C(=O)/C=C/c2ccc(O)cc2)c(O)c1CC=C(C)C
  . | 1% | -15% | 2% | ? | 3%[2.36 µM] | -5%
O=C(Nc1nccs1)c1ccc(Cl)c(S(=O)(=O)N2CCCCC2)c1
  -19%[10 µM] | -6%[38.3 µM] | -29% | ? | ? | 2% | -3%
CCC(C(N)=O)c1ccccc1 (configuration not stated)
  -16% | -1% | 11% | . | . | 13% | 0%
O=C(CSc1nc(-c2ccccc2)cs1)N1CCN(C(=O)c2ccco2)CC1
  7% | 9%[38.3 µM] | 3% | 8% | 17% | 0% | 1%
CCCCCC(=O)N1CC2(CC(c3cccc(NC(=O)c4ccccc4)c3)=NO2)C[C@@H]1C(N)=O (some centres not stated)
  -20% | -13%[38.3 µM] | -14% | 27% | 4% | -1% | -2%
CCCn1ncc(CN2CCC(CO)(Cc3ccc(OC)cc3)CC2)c1C
  -24% | 17% | . | -7% | . | -1% | 4%

# Exported as comma-separated lines: three of the compounds above.
Structure,HTT cytoprotect,IMPase Li cell,SMN2 splice up,HttQ103 aggreg,Lamin A splicing,CBFb-RUNX1 inh,Luc counter
CC(C)CCC(C)NC(=O)c1ccc2nccnc2c1 (configuration not stated),-72%[inhibitor],20%,.,-14%,?,1%,-2%
Cc1nc2ccccc2c2oc(C(=O)NC3CC3)cc12,-31%[inhibitor],11%[38.3 µM],-7%,0%,?,-3%,-2%
CCC(C(N)=O)c1ccccc1 (configuration not stated),-16%,-1%,11%,.,.,13%,0%

# (list continues)
# The line under a structure holds: HTT cytoprotect | IMPase Li cell | SMN2 splice up | HttQ103 aggreg | Lamin A splicing | CBFb-RUNX1 inh | Luc counter
CC(c1ccccc1)N(CCC(c1ccccc1)C1CCOC(C)(C)C1)C(=O)c1ccco1 (configuration not stated)
  -14%[10 µM] | 16% | -27% | -29% | ? | -1% | 0%
CCOC(=O)C1=C(C)Nc2nnnn2C1c1c[nH]c2ccccc12 (configuration not stated)
  -8%[0.074 µM] | 7%[38.3 µM] | -2% | 28% | 5% | -2% | 5%
O=C(CN1CCCCCC1=O)OCc1ncc(-c2ccccc2)o1
  -8% | 10%[38.3 µM] | -2% | 3% | -1% | 5% | 0%
COc1ccc2c(c1OC)CCC2=O
  20%[10 µM] | 3% | 18% | 15% | -3% | -1% | 0%
N=C1C(c2nc3ccccc3s2)=C(O)CN1Cc1ccccc1
  -32%[10 µM] | -19% | 7% | -9% | -13% | 0% | 1%
CC(C)OC(=O)c1ccc(NC(=O)C2C3CC4OC(=O)C2C4C3)cc1 (configuration not stated)
  -11%[10 µM] | 5% | 11µM* | -9% | -12% | -3% | 1%
Cc1ccc(-n2c(C)cc(C(=O)COc3cccnc3[N+](=O)[O-])c2C)cc1
  21%[1.9 µM] | 10% | -42%[inhibitor] | ? | ? | -21% | 0%
O=C(NCc1ccccc1)c1ccc2nnsc2c1
  -25%[10 µM] | . | . | -10%[9.22 µM] | . | 2% | .
Cn1c(=O)c2ncn(CC(=O)Nc3nc(-c4ccc(Cl)cc4)cs3)c2n(C)c1=O
  . | -4% | -46%[inhibitor] | 27% | . | 3% | 1%
c1ccc(-c2cccc(-c3ccccn3)n2)nc1
  -46%[inhibitor][10 µM] | 3%[38.3 µM] | -84%[inhibitor] | ? | ? | -14% | -1%
Cc1nc(NC(=O)c2ccccc2)sc1-c1csc(Nc2ccc(F)cc2)n1
  -60%[inhibitor] | 2%[38.3 µM] | -46%[inhibitor] | ? | 21% | -4% | -9%
C/C(Cn1nc([N+](=O)[O-])cc1C)=N\NC(=O)COc1ccccc1[N+](=O)[O-]
  -23%[10 µM] | 2% | -5% | 13% | -12% | 1% | -2%
COc1cc(OC)cc(-c2nc3nc(C)c(CCC(=O)NCc4ccco4)c(C)n3n2)c1
  -21% | -39%[38.3 µM] | 24% | 0% | 1% | -1% | -2%
COc1cccc(OC)c1C(=O)Nc1ccc2c(c1)Cc1ccccc1-2
  15%[10 µM] | 14% | . | 12%[9.22 µM] | . | 11% | .
COc1ccccc1NC(=S)N1CCn2cccc2C1c1cccnc1 (configuration not stated)
  -22% | -3% | 3% | -1% | . | -5% | 2%
CN1CCN(C(=O)N2c3ccccc3CCc3ccccc32)CC1
  0%[10 µM] | 21% | . | -1%[9.22 µM] | 18%[46 µM] | 4% | 2%
O=c1[nH]c(CN2CCC(c3nc4ccccc4s3)CC2)nc2sc3c(c12)CCC3
  -16% | 0%[38.3 µM] | -12% | 1%[9.22 µM] | 7% | 2% | -2%
CNS(=O)(=O)c1cc(OC)ccc1OC
  -4% | 1%[38.3 µM] | . | 1% | 7% | 9% | 4%
COC(=O)C(/C=N/OCc1ccc([N+](=O)[O-])cc1)NC(=O)c1cccc(Cl)c1 (configuration not stated)
  -3% | 29%[38.3 µM] | ? | -17% | -5% | -2% | -4%
Cc1ccc(C(NC(=O)N2CCOCC2)=C(Cl)Cl)cc1F
  -2%[4.97 µM] | 25%[38.3 µM] | -4% | 15% | ? | 1% | 22%
Cc1nn(-c2ccccc2)c(C)c1/C=N/NC(=O)c1cc(-c2ccc(Cl)s2)[nH]n1
  -81%[inhibitor] | 10%[38.3 µM] | -15% | ? | ? | -10% | -1%
N#Cc1ccccc1NC(=O)CSc1nnc(-c2ccc(F)cc2)n1-c1ccccc1
  2% | 14%[38.3 µM] | -13% | 6% | ? | -2% | -4%
CC(=O)CCC(=O)N1CCCC(CNC(=O)c2ccc(-c3ccccc3)cc2)C1 (configuration not stated)
  18%[10 µM] | 3% | . | 26%[9.22 µM] | . | 8% | 3%
CC1(C)CC(=O)c2sc(NC(=O)CN3CCOCC3)nc2C1
  -7% | 0%[38.3 µM] | ? | -11% | 18% | 5% | 1%
CCc1ccc(-c2csc3ncn(Cc4ccc(C(=O)O)cc4)c(=O)c23)cc1
  -34%[inhibitor] | 6% | 1% | 16% | 17%[46 µM] | -1% | 1%
O=C(Cn1cc(C(=O)COc2ccccc2)c2ccccc21)NCc1ccco1
  -29% | 22%[38.3 µM] | 20% | 1% | -6% | -8% | 1%
CCCCC(CC)CNC(=O)c1cc2ccccc2c(=O)o1 (configuration not stated)
  . | -4% | -1% | -5% | 3% | 8% | -1%
c1ccc(C(c2nnnn2Cc2ccco2)N2CCN(c3nc4ccccc4s3)CC2)cc1 (configuration not stated)
  -21%[10 µM] | 13% | -33%[inhibitor] | 4% | ? | -3% | -1%
COc1ccc(CNC(=O)COC(=O)c2ccco2)cc1
  . | 2% | 3% | . | . | 5% | -7%
COc1ccccc1NS(=O)(=O)c1cc(NC(=O)c2cc[n+]([O-])cc2)ccc1N1CCCC1
  -24% | 4% | 11% | 3% | -10%[46 µM] | -15% | 4%
Cc1nonc1NCn1nnc2ccccc21
  -37% | -8%[38.3 µM] | -1% | -2% | 7% | 7% | -1%
CC(C)(C)N1C(=O)c2ccc(C(=O)NCc3ccco3)cc2C1=O
  -13% | 10%[38.3 µM] | ? | -8% | 10% | 15% | -3%
Cc1cc(=S)cc(C)n1CCCO
  -23% | 2%[38.3 µM] | -14% | -4% | 12% | 5% | -2%
CC1CCc2nc(NC(=O)c3ccc(S(=O)(=O)N4CCCc5ccccc54)cc3)sc2C1 (configuration not stated)
  -30% | . | . | -6% | ? | 1% | .
CC1(C)CN=C(N(C(=O)Nc2ccccc2)c2ccccc2F)S1
  17%[10 µM] | . | . | 21%[9.22 µM] | . | 5% | .
CCn1c(CNc2ccc(F)cc2)nnc1SCC(=O)Nc1ccccc1OC
  -9%[1.9 µM] | 6% | -9% | -11% | 0% | 1% | 0%
Cc1cc(C)c(NC(=O)CCCSc2nnc(N)s2)c(C)c1
  3% | 12% | -9% | -8%[9.22 µM] | -12%[46 µM] | -1% | 2%
COc1ccc(N=C2S/C(=C\c3ccc(N4CCOCC4)o3)C(=O)N2CCc2c[nH]c3ccccc23)cc1
  -99%[inhibitor] | 28%[38.3 µM] | -66%[inhibitor] | -9%[9.22 µM] | ? | -6% | -9%
CN1C(CC(=O)Nc2ccc(Cl)cc2Cl)c2ccccc2CC1(C)C (configuration not stated)
  30%[10 µM] | . | . | 17%[9.22 µM] | . | 1% | .
CCOC(=O)/C=C1\CC(=O)Nc2cc(C)c(C)cc2N1
  -16% | -3%[38.3 µM] | -6% | 2% | 9% | 4% | -1%

# Assay outcomes deposited in PubChem by National Center for Advancing Translational Sciences (NCATS).
